E-selectin induc = E-selectin induction in HUVECs, primary screen, imaging, HUVEC, immunofluorescence imaging, single point. P16581. normalized: neutral wells 0, TNF-alpha wells 100. activation, % at 7.58 µM. 260,000 tested, 0.37% active. AID 686992, 2013;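 active means mean E-selectin-positive cell signal at least 10% of the positive control, reached in at least 60% of replicates, without over 20% cell loss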;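 further: in these data hits start at about 27%; measured in HUVEC primary endothelial cells; signal is the percent of cells scored E-selectin positive by PE staining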
Target sequence (P16581 whole entry, looked up): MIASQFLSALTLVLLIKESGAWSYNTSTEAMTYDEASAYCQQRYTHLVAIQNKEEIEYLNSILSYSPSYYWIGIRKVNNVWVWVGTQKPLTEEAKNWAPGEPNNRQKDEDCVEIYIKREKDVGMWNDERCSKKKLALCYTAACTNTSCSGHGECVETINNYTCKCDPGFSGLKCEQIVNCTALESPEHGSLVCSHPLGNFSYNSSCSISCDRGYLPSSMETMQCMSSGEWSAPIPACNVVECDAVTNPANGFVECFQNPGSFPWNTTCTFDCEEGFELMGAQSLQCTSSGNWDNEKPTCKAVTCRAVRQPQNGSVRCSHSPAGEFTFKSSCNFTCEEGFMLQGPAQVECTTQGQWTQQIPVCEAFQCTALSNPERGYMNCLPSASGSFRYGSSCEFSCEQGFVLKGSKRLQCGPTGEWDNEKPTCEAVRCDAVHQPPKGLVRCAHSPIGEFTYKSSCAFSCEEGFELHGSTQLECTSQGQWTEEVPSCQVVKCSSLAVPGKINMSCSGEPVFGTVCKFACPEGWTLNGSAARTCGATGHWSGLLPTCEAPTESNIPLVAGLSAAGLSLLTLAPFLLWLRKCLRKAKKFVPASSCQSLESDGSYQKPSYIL
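assay system = HUVEC, human umbilical vein endothelial cells | input = 3,000 HUVEC seeded per well | medium = EGM-2 growth medium on 0.1% gelatin-coated wells | dosing = one compound dose added by pin transfer | signal = immunofluorescence imaging | read-out basis = % PE-positive cells | control set = TNF-alpha, DMSO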
RAD52 anneal inh = RAD52 DNA annealing inhibitors, primary screen, biochemical, FRET, single point, set 2 | 360,000 tested, 0.46% active | inhibition, % at 18.7 µM | recombinant RAD52 DNA annealing, FRET fluorescence;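 active means every replicate showing at least 50% inhibition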
Target sequence (P43351 whole entry, looked up): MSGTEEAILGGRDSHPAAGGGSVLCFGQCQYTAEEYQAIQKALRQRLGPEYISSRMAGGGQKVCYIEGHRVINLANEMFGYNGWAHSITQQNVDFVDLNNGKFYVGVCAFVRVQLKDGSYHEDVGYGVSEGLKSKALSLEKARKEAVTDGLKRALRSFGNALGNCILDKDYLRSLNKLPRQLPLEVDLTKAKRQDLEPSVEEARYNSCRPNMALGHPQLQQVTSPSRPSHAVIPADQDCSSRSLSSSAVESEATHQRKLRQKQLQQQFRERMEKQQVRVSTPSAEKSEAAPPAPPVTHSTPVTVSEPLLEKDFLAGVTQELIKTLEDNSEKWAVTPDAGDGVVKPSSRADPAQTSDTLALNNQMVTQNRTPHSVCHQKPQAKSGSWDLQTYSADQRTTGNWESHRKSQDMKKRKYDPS
Cneo AK release = Cryptococcus neoformans cell lysis inducers, primary screen, AK release luminescence, single concentration; C. neoformans lysis, adenylate kinase release luminescence, 4 h; normalised: neutral wells 0, clomiphene wells 100; lysis activity, % at 15 µM; 360,000 tested, 0.2% active;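 active means mean lysis activity across replicates of at least 80%, whatever share of replicates individually reach that level; inactive means mean lysis activity below 80%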
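Assay system: Cryptococcus neoformans yeast cells / Dosing: single-point compound dose / Timing: 4 h at 37 °C static, read 1 h later / Measured by: luminescence of released adenylate kinase using an AK detection reagent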
miR-122 sensor = miR-122 Renilla sensor signal increase in Huh7, primary screen, miR-122 inhibitor project, cell-based, single point, plate reader | Huh7 miR-122 Renilla luciferase sensor, 48 h; neutral wells = 0, positive control = 100 | activation (reporter increase), % at 12.5 µM | 340,000 tested, 0.3% active;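 active means mean replicate activation score at least 90 and every replicate individually at or above 90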;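 further: higher luciferase means less miR-122 activity so hits act as miR-122 inhibitors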
RAD54 branch = inhibitors of human RAD54 branch migration, primary screen, biochemical, fluorescence, single point | DNA repair and recombination protein RAD54-like (Homo sapiens), Q92698 | inhibition, % at 10.4 µM | 360,000 tested, 0.14% active | RAD54 Holliday junction branch migration, FAM/BHQ fluorescence | AID 602329, 2012;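 active means mean normalized replicate activity at least 40 and at least half of replicates scoring 40 or more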;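 further: 0% = median of neutral control wells and 100% = median of positive control wells; inhibitors cause a drop in the FAM fluorescence signal; in these data hits start at about 50%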
PGC1a acetyl inh = inhibitors of PGC1a acetylation signal, primary screen, cell-based, U2OS, AlphaScreen, inhibitor mode; AlphaScreen anti-acetyl-lysine; with virally co-expressed GCN5 acetyltransferase; inhibition, % at 15.6 µM; 350,000 tested, 0.17% active; AID 651687, 2012;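 active means every replicate shows inhibition of at least 40%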;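 further: 0% = neutral control wells and 100% = positive control wells; some results beyond the cut were filed as inactive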
PglD DTNB = C. jejuni PglD acetyltransferase inhibitors, primary screen, biochemical, DTNB colorimetric, single point; purified PglD enzyme, DTNB colorimetric CoA detection; 360,000 tested, 0.098% active; inhibition, % at 12.5 µM; UDP-N-acetylbacillosamine N-acetyltransferase PglD (Campylobacter jejuni); AID 602405, 2012; in the data active means inhibition above about 16%, passing the limit was not always enough; further: strong numbers were not always called active
ERAP1 HTS inh = human ERAP1 aminopeptidase inhibitors, primary screen, biochemical, single point, plate reader; recombinant ERAP1, Leu-AMC fluorescence, 60 min; inhibition, % at 10.7 µM; 340,000 tested, 0.15% active;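 active means mean replicate inhibition of at least 30%, or all replicates individually reaching that 30% level; inactive means mean below 30% and not every replicate reaching it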;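 further: 0% = neutral control wells and 100% = L-leucinethiol positive control wells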
Numbers without * were called inactive; x = not tested or not shown; & = joins results of further samples; [ ] = remark or other dose.

1. O=C(O)c1cccc(NC(=O)c2ccccc2NC(=O)c2ccccc2F)c1
2. O=C(NC1CC1)C(Cc1ccccc1)NS(=O)(=O)c1ccccc1F (stereo not drawn)
3. O=C(NCc1ccccc1)c1csc2c1CCCC2
4. CCN1C(=O)/C(=C\c2cccc(OC(=O)c3ccco3)c2)SC1=S
5. O=C(C[C@@H]1CC[C@@H]2[C@H](COC[C@H](O)CN2C(=O)C2CCOCC2)O1)NCc1ccncc1
6. CO[C@H]1CN(C)C(=O)c2ccc(NC(=O)c3ccccc3)cc2OC[C@H](C)N(CC2CC2)C[C@@H]1C
7. C[C@@H]1CN([C@@H](C)CO)S(=O)(=O)c2ccc(C#Cc3cccnc3)cc2O[C@H]1CN(C)C(=O)C1CC1
8. Nc1ccc(-c2nc(-c3ccccc3)nc3ccccc23)cc1
9. C[C@H](CO)N1C[C@H](C)[C@@H](CN(C)C(=O)NC2CCCCC2)Oc2ccc(NS(=O)(=O)c3cn(C)cn3)cc2C1=O
10. COc1ccc(NC(=O)C2CCCN(S(=O)(=O)c3c(C)[nH]c(=O)[nH]c3=O)C2)cc1 (stereo not drawn)
Compound	1	2	3	4	5	6	7	8	9	10
E-selectin induc	-0.1	1.5	-2.9	x	-0.1	0.0	-0.1	-0.1	-0.1	x
Cneo AK release	-8	0	0	0	-2	x	-3	-4	1&-2	3
miR-122 sensor	-3	x	-8	-2	-6[16.7 µM]	x	3[16.7 µM]	2	4[16.7 µM]	-1
PglD DTNB	-2	3	5	0	-3	x	1	-5	-1&8	0
ERAP1 HTS inh	-25	-2	-1	2	-1	-1	2	1	3&0	x
RAD52 anneal inh	-5	-9	-7	-8	-14	19	7	-84	-7&-1	x
PGC1a acetyl inh	-8	x	5	20	0	5	13	-10	0&6	-4
RAD54 branch	-6	10	-3	-2	-4	x	-3	-6	8&2	2

Next section, starting with the last 3 of the part before.
8. Nc1ccc(-c2nc(-c3ccccc3)nc3ccccc23)cc1
9. C[C@H](CO)N1C[C@H](C)[C@@H](CN(C)C(=O)NC2CCCCC2)Oc2ccc(NS(=O)(=O)c3cn(C)cn3)cc2C1=O
10. COc1ccc(NC(=O)C2CCCN(S(=O)(=O)c3c(C)[nH]c(=O)[nH]c3=O)C2)cc1 (stereo not drawn)
11. CCCN1[C@@H]2c3ccc(-c4ccc(OC)cc4)c(=O)n3C[C@H]1[C@H](CO)[C@H]2C(=O)NCC
12. CCC(=O)N(C)C[C@H]1Oc2ncc(C#Cc3ccncc3)cc2C(=O)N([C@H](C)CO)C[C@@H]1C
13. Cc1ccc(S(=O)(=O)N(C)C[C@@H]2Oc3ccc(NC(=O)NC4CCCCC4)cc3CC(=O)N([C@@H](C)CO)C[C@H]2C)cc1
14. CC(C)(C)NC(=O)[C@@H]1CN(Cc2cccnc2)CCN1C[C@@H](O)C[C@@H](Cc1ccccc1)C(=O)N[C@H]1c2ccccc2C[C@H]1O
15. C[C@H]1CN([C@@H](C)CO)C(=O)c2cc(NC(=O)Cc3cn(C)c4ccccc34)ccc2O[C@@H]1CN(C)S(=O)(=O)c1ccccc1
16. CC(C)(C)C(=O)N1CCN(c2ccnc3cc(Cl)ccc23)CC1
17. COc1cccc(NC(=O)CSc2nc(O)c(C)c(=O)n2-c2ccc(C)cc2)c1
18. C[C@@H](O)C#Cc1ccc2c(c1)O[C@H](CN(C)Cc1ccccn1)[C@@H](C)CN([C@@H](C)CO)S2(=O)=O
19. Cc1cccc(NC(=O)C(C)Oc2ccccc2C)n1 (stereo not drawn)
20. O=C(O)C1[C@H]2C(=O)N(C3CCCC3)C[C@]23C=C[C@H]1O3 (stereo partly drawn)
Compound	8	9	10	11	12	13	14	15	16	17	18	19	20
E-selectin induc	-0.1	-0.1	x	-0.2	0.2	0.1	0.3	x	x	x	1.0	x	x
Cneo AK release	-4	1&-2	3	x	0	50	-1	-3	-2	4	-1	1	-1
miR-122 sensor	2	4[16.7 µM]	-1	x	-3[16.7 µM]	-9[16.7 µM]	-1	-6[16.7 µM]	-5	1	22[16.7 µM]	-4	0
PglD DTNB	-5	-1&8	0	x	-4	0	-1	6	1	1	2	-1	0
ERAP1 HTS inh	1	3&0	x	-1	0	-1	-8	0	-4	-2	-1	x	-1
RAD52 anneal inh	-84	-7&-1	x	-25	-10	-11	-3	-49	-5	-12	11	x	-8
PGC1a acetyl inh	-10	0&6	-4	4	-21	6	x	-5	11	x	-17	-9	-2
RAD54 branch	-6	8&2	2	x	-7	18	-6	-10	6	4	12	2	-4

21. COc1ccc(C2C3=C(CCCC3=O)Nc3nc(SCc4ccccc4)nn32)cc1OC (stereo not drawn)
22. Cc1ccc(-c2nnn(CC(=O)Nc3ccc4nn(-c5ccccc5)nc4c3)n2)o1
23. COc1ccc(C(=O)N2CCCCCCC2)cc1OC1CCN(C(C)C)CC1
24. CCN(CC(=O)Nc1c(F)cccc1F)C(=O)Cc1ccc2c(c1)OCCO2
25. CC1(C(=O)NS(=O)(=O)c2ccccc2Cl)CCN1C(=O)Cc1cccs1 (stereo not drawn)
26. CSc1cccc(NC(=O)C2CCN(C(=O)c3ccccc3C)CC2)c1
27. COc1ccc2c3c([nH]c2c1)[C@@H](CO)N(Cc1ccc(F)cc1)CC31CCN(C(=O)NC(C)C)CC1
28. CCC(=O)N(C)C[C@H]1Oc2cc(C#CC3(O)CCCC3)ccc2S(=O)(=O)N([C@@H](C)CO)C[C@@H]1C
29. O=C(O)/C=C/C(=O)NCCc1cccc(Cl)c1
30. C[C@H]1C=C(C(=O)NC2CC2)O[C@@H](OCc2ccc(CO)cc2)C1
Compound	21	22	23	24	25	26	27	28	29	30
E-selectin induc	x	x	x	x	0.0	x	-0.3	-0.1	7.2	-0.2
Cneo AK release	3	-1	-1	1	-1	0	x	7	x	-1
miR-122 sensor	0	-2	-5	-2	-1	14	x	25[16.7 µM]	x	5
PglD DTNB	1	0	7	x	1	-6	x	3	x	-2
ERAP1 HTS inh	x	-2	-2	0	3	3	1	-3	0	6
RAD52 anneal inh	x	-16	-9	3	1	-9	-82	6	-14	3
PGC1a acetyl inh	x	7	-4	-3	-1	-2	-3	0	7	4
RAD54 branch	-13	-3	10	-7	-6	-2	x	3	x	4

Ordered by value in PglD DTNB (highest first): three from the list above.
item	smiles	miR-122 sensor	PglD DTNB	ERAP1 HTS inh	RAD52 anneal inh	PGC1a acetyl inh
25	CC1(C(=O)NS(=O)(=O)c2ccccc2Cl)CCN1C(=O)Cc1cccs1 (stereo not drawn)	-1	1	3	1	-1
19	Cc1cccc(NC(=O)C(C)Oc2ccccc2C)n1 (stereo not drawn)	-4	-1	x	x	-9
26	CSc1cccc(NC(=O)C2CCN(C(=O)c3ccccc3C)CC2)c1	14	-6	3	-9	-2

The results go on.
31. CC12CC(NC(=O)N1c1cccc(C(=O)N3CCN(c4ccccn4)CC3)c1)c1ccccc1O2 (stereo not drawn)
32. CCn1cc(C(=O)N2CCN(c3ccccc3)CC2)c(=O)c2cc(S(=O)(=O)N3CCOCC3)ccc21
33. Cc1cc(C)c(C#N)c(Nc2cccc(Br)c2)n1
34. C[N+](C)(C)CCNC(=O)c1cc[n+](Cc2ccccc2)c(/C=N/O)c1
35. O=C1OC(N2CCN(c3ccccn3)CC2)c2ccccc21 (stereo not drawn)
36. CCOc1ccccc1N(C(=O)c1snc(C(N)=O)c1N)C(C(=O)NCCC(C)C)c1ccco1 (stereo not drawn)
37. COc1ccccc1NC(=O)c1nc[nH]c1C(=O)Nc1ccccc1OC
38. O=C(O)c1ccc(Sc2nnc3ccccn23)c([N+](=O)[O-])c1
39. COc1ccc(CN2CC[C@@H]3CN(C(C)=O)[C@H](c4ccccc4Br)C[C@@H]32)cc1
40. COCCNC(=O)c1onc(CSc2ccc(F)c(F)c2)c1C(=O)O
Compound	31	32	33	34	35	36	37	38	39	40
E-selectin induc	x	x	x	0.0	x	x	x	0.0	-3.0	0.5
Cneo AK release	6	0	-5	-1	-1	-2	-17	1	2	0
miR-122 sensor	-6	6	5	0	10	-2	-10	-1	2	-4
PglD DTNB	5	-5	-5	3	1	-2	-10	2	8	5
ERAP1 HTS inh	x	3	0	105*	1	-7	x	0	x	1
RAD52 anneal inh	x	-6	-21	2	-9	-15	x	-6	-28	-4
PGC1a acetyl inh	-10	1	0	0	3	-8	-1	-3	-9	9
RAD54 branch	9	-6	-3	-1	-5	6	-4	1	4	4

41. CCOC(=O)C1CCN(C(=O)c2ccc(OCC(=O)Nc3cccc(C(F)(F)F)c3)cc2)CC1
42. Cn1c(=O)c2c(nc(CN3CCN(Cc4ccccc4)CC3)n2Cc2cccc(Cl)c2)n(C)c1=O
43. CC(C(=O)NCC1(c2ccccc2)CCCC1)N1CCCC1 (stereo not drawn)
44. CCCCN(CCCC)C(=O)c1cn(CC)c2cc(N3CCN(C)CC3)c(F)cc2c1=O
45. COc1cc(C(=O)OCC(=O)NCCC2=CCCCC2)cc(OC)c1OC
46. O=C(COc1ccc2c3c(c(=O)oc2c1)CCC3)NCc1ccccn1
47. O=c1ccc(-c2ccc(S(=O)(=O)N3CCCCC3)o2)n[nH]1
48. O=C1OC(N2CCN(C/C=C/c3ccccc3)CC2)c2ccccc21 (stereo not drawn)
49. O=C(C[C@H]1C=C[C@@H](NC(=O)CCN2CCCCC2)[C@H](CO)O1)Nc1ccc(-c2ccccc2)cc1
50. Cc1ccc(S(=O)(=O)N2CCCCC2)cc1NC(=O)COC(=O)C1CC1
Compound	41	42	43	44	45	46	47	48	49	50
E-selectin induc	0.0	-1.8	x	0.1	-0.1	x	x	x	0.0	x
Cneo AK release	1	5	5	3	6	0	-14	-1	0	-1
miR-122 sensor	-2	-4	-1	x	-1	-3	x	-2	34[16.7 µM]	1
PglD DTNB	-2	2	-1	6	5	0	-1	3	-1	-1
ERAP1 HTS inh	-1	0	-5	-2	-6	3	3	x	2	-5
RAD52 anneal inh	6	-17	0	0	-6	-7	-14	x	10	-8
PGC1a acetyl inh	1	-7	13	4	2	1	13	-5	-3	9
RAD54 branch	-1	-2	-6	-8	6	-7	2	-4	8	1

From PubChem BioAssay
